TGFb inhibitor = blocks TGF-b signaling | HepG2 CAGA-GFP TGF-b/SMAD3 reporter, GFP fluorescence, 18 h; TGF-beta stimulated, 500 pg/mL final | AID 588855 | 410,000 tested, 1.2% active | Potency, µM (doses to about 46.1 µM), without a hit: at the highest dose activity, negative = inhibition, most hits filed as inhibitors; further: potency means the concentration at half of the fitted maximal effect; on the % scale 0 is the no-effect control and ±100 the full control effect; nearly all actives have a fitted effect of over 65% in size
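Inhibition of TGF-beta-driven CAGA-GFP reporter expression in HEPG2 cells is measured by cellular GFP fluorescence after 18 h stimulation with 500 pg/mL recombinant TGF-beta in 1% FBS medium at 37 degrees C.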
IL2 activator = IL-2 activation; 360,000 tested, 0.065% active; IL-2 activation reporter assay, cell-based qHTS; stimulated with anti-CD3/CD4/CD28 beads; in transgenic mouse T cells; activation, % (series mostly up to about 46 µM); in the data active means activation above about 50%; inconclusive means mostly about 30% to 49%; further: 0% is about no effect
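Quantitative HTS in unstimulated transgenic mouse T cells, with memory T cells as non-tolerant control and PMA/ionomycin as tolerance-bypass control. Compound pretreatment lasted 60 minutes before 18 h bead stimulation; EGFP/DsRed fluorescence read.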
A549 viability = A549 cytotoxicity, counter-screen for Nrf2 inhibitors; Potency, µM (highest dose often 46 µM), for the others: at the top dose activity change, negative = cytotoxicity, actives largely listed as inhibitors; 390,000 tested, 0.16% active; AID 504648; A549 ARE-Fluc cells, CellTiter-Fluor viability, 18-24 h; further: potency means the concentration at half of the fitted maximal effect; on the % scale 0 is the no-effect control and ±100 the full control effect
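A549 ARE-Fluc cells in 5% FBS OPTI-MEM, 5000 cells/well, rested 2 h then exposed to compounds in concentration-response for 18-24 h at 37 °C. Viability by CellTiter-Fluor fluorescence (Ex 405/Em 525) after 30 min; luciferase luminescence (BugLite, 15 min, RT) read afterwards.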
S2 tox = cell viability loss in ATXN counter-screen. S2 cells (HEK-293 line with an ATXN2-luciferase reporter) viability, CellTiter-Fluor protease fluorescence, 24 h. Potency, µM (highest dose often 56.7 µM), actives largely listed as cytotoxic. 400,000 tested, 0.49% active; further: potency means the concentration at half of the fitted maximal effect; nearly all actives have a fitted effect of over 40% in size
EPAC2 agonist = activates human EPAC2 exchange factor | Q8WZA2 | EPAC2 activation, biochemical qHTS; response scale: 100% = 6.5 mM cAMP response | Potency, µM (titrated, usually from 154 µM), for the others: at the highest dose activation, actives largely listed as activators | 360,000 tested, 0.079% active | AID 720711; further: potency means the concentration at half of the fitted maximal effect; nearly all actives have a fitted effect of over 50% in size
Target sequence (Q8WZA2 whole entry, looked up): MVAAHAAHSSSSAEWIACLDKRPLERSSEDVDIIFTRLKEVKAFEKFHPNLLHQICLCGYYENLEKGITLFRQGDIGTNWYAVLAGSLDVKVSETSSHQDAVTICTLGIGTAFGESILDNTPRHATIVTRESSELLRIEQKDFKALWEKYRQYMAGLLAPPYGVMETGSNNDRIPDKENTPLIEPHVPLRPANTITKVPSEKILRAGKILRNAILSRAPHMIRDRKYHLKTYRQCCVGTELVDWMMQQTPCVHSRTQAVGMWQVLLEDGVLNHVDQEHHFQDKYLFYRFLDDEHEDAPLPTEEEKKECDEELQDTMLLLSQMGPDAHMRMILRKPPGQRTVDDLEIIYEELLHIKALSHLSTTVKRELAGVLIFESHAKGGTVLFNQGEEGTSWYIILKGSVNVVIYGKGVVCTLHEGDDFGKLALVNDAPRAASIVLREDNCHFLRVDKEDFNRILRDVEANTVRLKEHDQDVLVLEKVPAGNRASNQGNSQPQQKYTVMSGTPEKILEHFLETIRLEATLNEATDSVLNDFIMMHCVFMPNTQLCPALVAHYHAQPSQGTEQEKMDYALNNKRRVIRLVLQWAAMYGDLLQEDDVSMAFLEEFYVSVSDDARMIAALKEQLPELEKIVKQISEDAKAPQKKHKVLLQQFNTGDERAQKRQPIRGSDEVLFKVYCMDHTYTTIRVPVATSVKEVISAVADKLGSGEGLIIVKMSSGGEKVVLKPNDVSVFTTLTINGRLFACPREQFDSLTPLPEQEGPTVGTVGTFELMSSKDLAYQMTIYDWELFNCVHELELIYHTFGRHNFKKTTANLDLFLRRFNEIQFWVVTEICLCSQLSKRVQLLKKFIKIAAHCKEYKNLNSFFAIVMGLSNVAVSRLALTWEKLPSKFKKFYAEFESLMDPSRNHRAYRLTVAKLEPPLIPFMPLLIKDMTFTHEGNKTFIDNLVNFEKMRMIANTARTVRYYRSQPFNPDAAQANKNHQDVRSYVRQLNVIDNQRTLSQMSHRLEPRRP
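In this primary screen, activation is scored as increased exchange of BODIPY-GDP from Rap1B by 100 nM EPAC2, with 50 uM GDP as competitor. Signal is normalized to the 6.5 mM cAMP agonist control.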
HepG2 tox = HepG2 cytotoxicity, counter-screen for TGF-b inhibitors; 410,000 tested, 0.76% active; Potency, µM (titrated, usually from 46.1 µM), without a hit: at the highest dose activity change, negative = cytotoxicity, actives largely listed as cytotoxic; HepG2 CAGA-GFP viability, ATP luminescence, 18 h; further: potency means the concentration at half of the fitted maximal effect; some results filed as inactive show a strong effect at the top dose
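CellTiter-Glo luminescence gave cytotoxicity after 18 hours at 37 degrees C. The cells were HepG2 CAGA-GFP in 1% FBS DMEM, stimulated with 500 pg/mL TGF-beta after compound addition. %Activity was normalised to no-cell wells (complete cell-killing) and DMSO (no toxicity), and curves were fitted and classified.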
ATXN2 expr inh = inhibitors of ATXN2 expression; HEK-293 ATXN2-luciferase reporter, luminescence, 24 h; Potency, µM (doses to about 57 µM), for the others: at the highest dose activity change, negative = inhibition, most hits filed as inhibitors; 360,000 tested, 0.72% active; further: potency means the concentration at half of the fitted maximal effect; on the % scale 0 is the no-effect control and ±100 the full control effect; nearly all actives have a fitted effect of over 55% in size
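ATXN2-luciferase reporter cells (luciferase flanked by upstream and downstream ATXN2 gene portions) were treated 24 h at 37 °C with compounds at up to 57 uM. SteadyGlo luminescence gave expression; GF-AFC fluorescence gave viability.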
Nrf2 inh = Nrf2 pathway inhibition | A549 ARE-Fluc reporter, luciferase luminescence, 18-24 h | Potency, µM (series often up to 46 µM), for the others: top-dose activity change, negative = inhibition, usual class: inhibitors | 360,000 tested, 2.1% active; further: potency means the concentration at half of the fitted maximal effect; on the % scale 0 is the no-effect control and ±100 the full control effect; nearly all actives have a fitted effect of over 60% in size
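Nrf2 function is reported as luminescence of an ARE-controlled luciferase in A549 cells. Compounds were tested at several concentrations, and a CellTiter-Fluor read on the same wells flagged cytotoxicity.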
Nrf2 ARE act = activates Nrf2 signaling; AREc32 ARE-luciferase reporter (MCF7-derived line), luminescence, 24 h; Potency, µM (highest dose often 46.1 µM), for inactives: at the top dose activation, most hits filed as activators; 410,000 tested, 0.31% active; AID 624171; further: potency means the concentration at half of the fitted maximal effect; % of control where 0% means no effect; nearly all actives have a fitted effect of over 65% in size
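Cells of the AREc32 ARE-luciferase line are plated in OPTI-MEM containing 5% FBS and left overnight at 37 deg C. Compounds are pinned in, incubation continues 24 hr, and firefly luciferase signal is then measured.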
* hit, by the source's call; i = inactive; u = inconclusive; x = not tested or not shown; & = joins results of further samples; [ ] = dose if it differs, or a comment. Unless noted, the call rests on the fitted dose curve; in most records, active means well fitted curve in the direction sought with a large enough effect; inconclusive means small, poorly fitted or top-dose-only effect, or another doubt; inactive means no such curve, though single readings can be large; an effect the other way counts as inactive or inconclusive.

SMILES | TGFb inhibitor | IL2 activator | A549 viability | S2 tox | EPAC2 agonist | HepG2 tox | ATXN2 expr inh | Nrf2 inh | Nrf2 ARE act
O=C(c1cc(COc2ccc3ncccc3c2)on1)N1CCC(O)CC1 | 0.9% | 0.1 | -4.6% | i | -0.7% | -5.2% | -23.3%[11.3 µM] | 8.2µM* | 1.7%
Cn1nc2c3ccccc3n(Cc3ccc(F)cc3)c2nc1=S | 2.7% | -1.0 | 7.2% | i | 0.9% | 1.9% | x | 9.4% | 2.1%
CCOP(=O)(OCC)c1nc(-c2ccccc2Cl)oc1N1CCOCC1 | u | -0.2 | -0.3% | i | 7.8% | -11.3% | 10.8% | -17.2% | 2.5%
COc1ccc(C(C)=O)cc1CN1C(=O)NC2(CCCCCCC2)C1=O | 13.2% | -0.7 | 0.1% | i | -4.3% | 5.4% | -11.3%[11.3 µM] | 1.1% | -0.5%
Cc1ccsc1C(=CCCN1CCC[C@@H](C(=O)O)C1)c1sccc1C | 11.3% | -0.2 | -10.4% | i | -3.6% | -10.4% | 2.8%&-3.2% | 4.9% | -1.0%
O=C(O)c1cccc(S(=O)(=O)NCCC(c2ccccc2)c2ccccc2)c1 | -11.6% | 2.3 | -1.1% | i | 2.7% | -13.5% | -4.3% | -10.2% | -1.2%
CCc1nnc(NC(=O)CSc2ccc(-c3nc4ccc(C)cc4[nH]3)cn2)s1 | -23.6% | -0.8 | -7.8% | u | -4.6% | -40.6% | 14.5% | 6.8% | -0.6%
CCN(C(=O)CN1CCOCC1)C1(C)C(=O)c2ccccc2C1=O | -0.7% | 2.0 | -1.8% | i | 5.2% | 16.0% | -1.6% | -6.9% | -0.4%
O=C(C/C=N\O)Nc1ccc(Oc2ccccc2)cc1 | -5.6% | 0.1 | 3.8% | i | 3.7% | -10.8% | 7.0% | -0.4% | 3.3%
COc1cc2cc(CNc3ccccc3)c(=O)n(CC(=O)Nc3cccc(Cl)c3C)c2cc1OC | 4.4% | x | -1.8% | i | x | -22.7% | 6.9% | u | 3.8%
NC(=O)COc1ccc(-c2noc(COc3ccccc3[N+](=O)[O-])n2)cc1 | 3.5% | -1.6 | 0.0% | i | 4.3% | -6.1% | x | -12.5% | 2.8%
COc1ccc(C(=O)C2CCCN(C(=O)c3csc(SC)n3)C2)cc1F (stereo not drawn) | -18.1% | -1.2 | x | x | 2.2% | -26.0% | x | x | 4.9%
Cc1ccc(NC(=O)NC(=O)CSc2nnc(-c3ccc(OC(F)F)cc3)n2N)c(C)c1 | 10.0% | 0.5 | -6.6% | i | -3.3% | 13.3% | 7.2% | u | 2.3%
Cc1ccc(S(=O)(=O)N2C(=O)CCC2C(=O)NCc2ccco2)cc1 (stereo not drawn) | 0.3% | -3.2 | -12.9%[1.84 µM] | i | 5.3% | 6.8% | -0.8% | 5.4% | 0.0%
CSc1c(SCc2ccccc2)cnn(-c2ccccc2)c1=O | -8.1% | -3.9 | 6.8% | i | 20.5% | -20.9% | -4.4% | -8.6% | 13.1%
COC(CNC(=O)c1ccc(CS(=O)(=O)c2ccc(C)cc2)o1)OC | 0.0% | -2.0 | 0.7% | i | -3.3% | 7.0% | -3.5% | 8.8% | -1.0%
COc1ccc(Nc2cc(=O)n(C3CCCCC3)c(=O)[nH]2)c(OC)c1 | -15.0% | -0.3 | 0.4% | i | -13.7% | 5.7% | -11.0% | -10.7% | 0.2%
COc1ccc2[nH]c(=O)c(-c3noc(-c4ccc(F)cc4)n3)cc2c1 | -1.7% | -1.4 | -3.8% | x | -0.8% | -7.3% | x | 17.8% | 3.2%
Cc1ccc(NC(=O)[C@@H](NC(=O)c2cccc(S(=O)(=O)N3CCOCC3)c2)C(C)C)cc1C | -20.7% | -1.1 | -6.1% | i | -9.9% | -26.2% | -14.5% | u | -0.1%
CC(C)c1nnc(NC(=O)c2nc(S(=O)(=O)Cc3ccc(F)cc3)ncc2Cl)s1 | u | -5.5 | u | u | 10.8% | -70.6% | -7.1% | 17.1% | u
Cc1ccc(C2OCC3(CO)COC(c4ccc(C)cc4)N23)cc1 (stereo not drawn) | u | 0.3 | 2.2% | u | -3.0% | -36.3% | 1.3% | 9.9% | -0.9%
COC(=O)CC1=NN(c2nc3ccccc3s2)C(=O)/C1=C/N(C)C | 4.3% | -1.1 | -1.6% | i | 4.1% | -14.9% | -8.9%[11.3 µM] | 3.8% | 0.1%
O=C(CCCc1c[nH]c2ccccc12)N1CCOCC1 | -0.6% | -0.9 | -10.9% | i | 6.5% | 3.6% | 6.5% | 15.6% | -0.6%
CN(CC(=O)NCc1ccccc1Cl)CC(=O)Nc1cccc(F)c1 | -1.9% | -2.1 | 0.3% | i | 5.7% | -12.0% | -11.1% | -5.7% | 0.0%
Clc1ccc(OCCSc2ncccn2)c2ccccc12 | 51.1%[activator] | -1.1 | -10.1% | x | 13.3% | -35.1% | x | 7.4% | 4.0%

Brought forward from above: 2 compounds; new compounds follow.
SMILES | TGFb inhibitor | IL2 activator | A549 viability | S2 tox | EPAC2 agonist | HepG2 tox | ATXN2 expr inh | Nrf2 inh | Nrf2 ARE act
CN(CC(=O)NCc1ccccc1Cl)CC(=O)Nc1cccc(F)c1 | -1.9% | -2.1 | 0.3% | i | 5.7% | -12.0% | -11.1% | -5.7% | 0.0%
Clc1ccc(OCCSc2ncccn2)c2ccccc12 | 51.1%[activator] | -1.1 | -10.1% | x | 13.3% | -35.1% | x | 7.4% | 4.0%
CC(NC(=O)CNC(=O)Cc1cccc2ccccc12)c1ccc(S(N)(=O)=O)cc1 (stereo not drawn) | -2.2% | -3.2 | 1.1% | i | 9.3% | 6.9% | 1.6% | -10.6% | -0.5%
CCN(c1ccccc1)S(=O)(=O)c1ccc(Oc2ccc(C(C)=O)cc2OC)nc1 | u | 0.4 | -2.1% | i | 9.8% | -30.5% | -20.2% | u | -0.5%
Cc1[nH]c2ccccc2c1C(=O)NS(=O)(=O)Nc1ccccc1 | 2.4% | -2.7 | 2.1% | i | 1.4% | 20.1% | 8.2% | -7.1% | -0.3%
COc1ccccc1NC(=O)CSc1oc(-c2ccccc2)nc1S(=O)(=O)c1ccc(C)cc1 | -14.7% | x | -12.7% | i | x | -14.0% | -4.6% | 9.6%[9.27 µM] | 0.7%
CCN(CC(=O)NC1CCS(=O)(=O)C1)C(C)C(=O)Nc1ccc(F)cc1 (stereo not drawn) | 7.8% | 0.1 | 1.8% | i | 2.6% | 12.3% | -29.0% | 1.0% | -0.5%
O=C(COC(=O)C1CCN(S(=O)(=O)c2ccccc2)CC1)NC(=O)c1ccc(OC(F)F)cc1 | u | -0.9 | 1.4% | i | -9.0% | -15.3% | 0.4% | 4.1% | 0.0%
CCOc1c(Cl)cc(C2NC(=O)NC(C)=C2C(=O)NCc2ccccc2)cc1OC (stereo not drawn) | -27.1% | 1.9 | 1.7% | i | 2.8% | 2.1% | 1.7% | -24.0% | 0.2%
Cc1nc(SC(C)C(=O)NCC2CCCO2)c2cc(-c3ccccc3)sc2n1 (stereo not drawn) | 9.6% | -1.1 | -5.2% | u | 7.5% | -5.5% | -20.3% | u | 3.7%
CN(C)/C=C/C(=O)c1ccc(Oc2ncccn2)cc1 | 11.7% | 0.2 | -14.7% | i | -1.2% | -2.5% | -16.6% | -0.5% | 2.6%
CCN(CC)CCOC(=O)C12CC3CC(CC(C3)C1)C2 | -0.2% | 0.8 | 4.3% | i | 5.8% | 13.2% | -2.7% | 2.0% | -0.4%
N=C1C(c2nc(-c3ccc(Cl)cc3)cs2)=C(O)CN1CCCN1CCOCC1 | -5.4% | -0.4 | 1.9% | i | 2.4% | -43.1% | -4.8% | 0.2% | 6.0%
Cc1ncsc1C(=O)Nc1cccc(C(F)(F)F)c1 | 19.5% | -0.4 | -3.4% | i | 2.7% | -15.7% | 0.5% | 16.6% | 3.0%
C=CCN1C(=O)[C@H]2CCC=C[C@H]2[C@@H]1c1cccc(C)c1 | 5.1% | -0.1 | 12.3% | i | 0.6% | -84.1% | 8.8% | 21.3% | 3.3%
CC1=N/C(=C/c2ccco2)C(=O)O1 | u | -2.9 | -1.9% | i | 3.0% | 0.0% | -3.0% | -1.3% | 0.1%
COc1ccc(OC)c2c(C)cc(N3CCN(C(=O)c4ccc(C)cc4)CC3)nc12 | -3.4% | -3.0 | 1.7% | i | 6.1% | 14.8% | -5.8%[11.3 µM] | -7.4% | -0.8%
O=[N+]([O-])C1C(c2ccccc2)C12c1ccccc1-c1ccccc12 (stereo not drawn) | u | -4.0 | x | u | 9.1% | -6.4% | x | x | u
O=C(O)Cc1ccc(-n2cccc2)cc1 | 1.9% | 0.0 | 2.3% | i | 3.6% | 6.6% | 13.7% | -6.9% | -0.4%
Cc1cc(C)c(NC(=O)CN(C)C(=O)C2CC(=O)N(c3cccc4ccccc34)C2)c(C)c1 (stereo not drawn) | 3.0% | -0.5 | -0.1% | i | 6.3% | 2.4% | 10.6% | -20.0% | 0.0%
O=C(O)COc1ccc(/C=C2/SC(=S)N(Cc3ccccc3)C2=O)cc1 | -10.4% | -0.5 | -3.6% | i | -3.5% | -18.3% | x | -10.3% | 5.5%
COc1cccc(NC(=O)CNC(=O)c2ccc(C)o2)c1 | -4.9% | 0.7 | 2.0% | i | -1.7% | 3.5% | 3.4% | 11.3% | 2.4%
CCC(C)Sc1ccc([C@@H]2[C@@H]3C(=O)N(C)C(=O)[C@@H]3[C@]3(C(=O)OC)CCCCN23)cc1OC (stereo partly drawn) | 1.3% | 0.5 | u | i | 5.7% | -10.8% | -6.3% | -1.3% | 3.8%

Screening results as filed in PubChem.
